DSG3 Ab inh: inhibitors of pemphigus antibody binding to DSG3, primary screen, biochemical, bead-based, flow cytometry, scFv-GFP; Desmoglein-3 (Homo sapiens), P32926; DSG3-coupled beads, scFv-anti-DSG3-GFP binding; active compounds read low; binding (percent of control), % at 10 µM; 0.48% of 310,000 active; AID 588358, 2011;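 active = binding more than 3 SD below its plate's average and above zero; inconclusive = below that plate limit but binding exactly zero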;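 also: hits lower antibody fragment binding to DSG3; some compounds called inactive have numbers as strong as hits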
Tat transport: E. coli Tat export inhibitors, primary screen, MC4100, TorA-mCherry reporter, fluorescence, single point; inhibition, % at 10 µM; 0.036% of 340,000 active; AID 488895, 2010;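 active = mean replicate inhibition at least 50% and at least half of replicates individually reaching 50%; inconclusive = only one of the two criteria met; inactive = neither criterion met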;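 also: exported cargo escapes ClpAP degradation while cytoplasmic cargo is degraded and loses fluorescence; 0% = median of neutral control wells and 100% = median of NaSCN control wells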
AddAB inh: growth inhibition of E. coli expressing H. pylori AddAB, primary screen, AddAB inhibitor project, absorbance | inhibition, % at 11.9 µM | 0.29% of 330,000 active; in the data active = inhibition above about 12%;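 also: 0% = vehicle wells of infected cells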
OPRM1-OPRD1 inv: inverse agonists of MOR-DOR heterodimerization, primary screen, cell-based, luminescence; Mu-type opioid receptor (Homo sapiens) + Delta-type opioid receptor (Homo sapiens), …; cell-based MOR-DOR heterodimer luminescence, inverse agonism; inhibition, % at 9.3 µM; 0.21% of 340,000 active; AID 504357, 2011; in the data active = inhibition above about 22%, passing the limit was not always enough;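 also: 0% = cells with DMSO and 100% = wells without cells with DMSO; values of inactives mirror those of a sister screen read the other way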
Target sequence (P35372 whole entry, looked up): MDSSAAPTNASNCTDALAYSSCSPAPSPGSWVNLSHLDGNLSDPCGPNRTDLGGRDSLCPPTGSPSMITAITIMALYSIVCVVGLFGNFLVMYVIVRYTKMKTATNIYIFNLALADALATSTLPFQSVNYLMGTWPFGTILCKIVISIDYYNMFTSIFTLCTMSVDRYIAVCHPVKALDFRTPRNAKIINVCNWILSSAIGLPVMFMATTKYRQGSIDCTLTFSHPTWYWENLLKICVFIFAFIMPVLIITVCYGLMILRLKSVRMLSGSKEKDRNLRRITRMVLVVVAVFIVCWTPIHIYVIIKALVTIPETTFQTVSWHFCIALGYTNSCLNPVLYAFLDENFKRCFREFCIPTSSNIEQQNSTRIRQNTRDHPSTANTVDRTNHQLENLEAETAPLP
Target sequence (P41143 whole entry, looked up): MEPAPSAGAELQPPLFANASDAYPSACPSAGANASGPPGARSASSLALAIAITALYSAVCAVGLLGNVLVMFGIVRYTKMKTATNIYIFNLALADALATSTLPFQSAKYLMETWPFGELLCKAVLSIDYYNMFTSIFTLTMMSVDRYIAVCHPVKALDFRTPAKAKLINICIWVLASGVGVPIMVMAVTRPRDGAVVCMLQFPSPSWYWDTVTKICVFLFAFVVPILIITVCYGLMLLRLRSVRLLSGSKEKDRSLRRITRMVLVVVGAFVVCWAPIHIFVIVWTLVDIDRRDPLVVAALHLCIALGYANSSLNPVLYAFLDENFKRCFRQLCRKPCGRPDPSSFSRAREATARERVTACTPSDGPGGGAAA
PKA-R1A activ: activators of PKA-R1A holoenzyme, primary screen, biochemical, fluorescence polarization, Cy5-IP20, bovine R1A, mouse PKAc; 0.083% of 340,000 active; cAMP-dependent protein kinase type I-alpha regulatory subunit (Bos taurus) + …; PKA-R1A dissociation; scaled: DMSO 0%, 113 µM cGMP 100%; activation, % at 11.4 µM;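 active = percent activation above the mean of all tested compounds plus 3 SD, cut at about 19% in these data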;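 also: higher means more PKAc released from R1A so a rise in polarization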
E coli growth: E. coli V3065 growth inhibition, primary screen, counter-screen for AddAB inhibitor project, absorbance, OD600; 18 h; inhibition, % at 11.9 µM; 0.27% of 330,000 active; AID 449728, 2010;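 active = inhibition above the campaign's mean inhibition across all tested compounds plus 3 SD, cut at about 9.9% in these data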;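 also: uninfected addAB+ strain grown without phage in ampicillin broth; 0% = DMSO wells and 100% = ciprofloxacin 0.95 µg/ml wells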
PfHsp90 set2: growth inhibition of PfHsp90-expressing yeast, primary screen, antimalarial PfHsp90 inhibitor project, S. cerevisiae, BacTiter-Glo luminescence, single point, set 2; BacTiter-Glo ATP, 48 h; yeast lacking PDR1 and PDR3 efflux regulators; inhibition, % at 9.4 µM; 0.32% of 310,000 active; AID 504621, 2011;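 active = every replicate shows inhibition above about 80%, whatever the replicate mean, limit read from the data; inconclusive = mean inhibition reaches the set limit but some replicate falls short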;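 also: 0% = DMSO neutral controls and 100% = 20 µM radicicol positive controls; yeast relying on Plasmodium falciparum Hsp90 in place of its own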
Arrestin-AP2 inh: inhibitors of beta-arrestin/AP2 binding, primary screen, biochemical, GPCR trafficking, flow cytometry; AID 504490, 2011; 0.31% of 340,000 active; beta-arrestin 1 C-terminal peptide binding to AP2 beta2-adaptin appendage (human); inhibition, % at 10 µM; FITC-arrestin peptide / GST-AP2 beads; AP2 beta2 appendage carries R879A mutation;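 active = inhibition above a set limit, near 3 SD of compounds lacking own fluorescence, cut at about 54% in these data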;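 also: plate controls were DMSO wells for no effect and 5 µM unlabelled arrestin peptide for full effect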
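Material – GST-tagged AP2 beta2-adaptin appendage (R879A) on 4 µm glutathione beads · Probe or stimulus – fluorescein-tagged arrestin peptide at 50 nM final · Timing – 12 min plus 1 h, RT · Detection – bead flow cytometry, FITC channel · Read-out basis – inhibition as reduced fluorescein signal on beads, percent · Medium – PBS plus Tween 20 (0.05%) and BSA (0.1%)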
OPRM1-OPRD1 ag: agonists of OPRM1-OPRD1 heterodimerization, primary screen, cell-based, luminescence; 0.3% of 340,000 active; cells; activation, % at 9.3 µM; AID 504326, 2011; in the data active = activation above about 18%;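 also: 0% = vehicle-treated cells and 100% = reference agonist; values of inactives mirror those of a sister screen read the other way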
phage Ecoli inh: growth loss of phage-infected E. coli, primary screen, RecBCD inhibitor project, absorbance, with phage, HTS | inhibition, % at 11.9 µM | 0.26% of 360,000 active | AID 651602, 2012; in the data active = inhibition above about 11%
SUMO Mot1 rescue: yeast Mot1-301 growth rescue at high temperature, primary screen, SUMOylation pathway inhibitor project, S. cerevisiae, ATP luminescence, 38.5C; S. cerevisiae Mot1-301 growth rescue; percent above DMSO median, 100 means doubled; growth rescue, % at 18.8 µM; 1% of 320,000 active; AID 2716, 2010;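 active = every valid replicate shows activation above 250% relative to neutral control wells; inactive = the rest, any valid replicate at or below 250%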;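 also: OY570 slx delta 5 strain wells were the positive control but not used for scaling; some compounds called inactive have numbers as strong as hits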
* marks the source's active call; other numbers are inactive results; ? = inconclusive; . = no result given. The order is random. Share with any hit: about 2.8%.

nr	SMILES	OPRM1-OPRD1 ag	phage Ecoli inh	AddAB inh	PfHsp90 set2	Tat transport	DSG3 Ab inh	SUMO Mot1 rescue	E coli growth	Arrestin-AP2 inh	OPRM1-OPRD1 inv	PKA-R1A activ
1	CC(C)(C)NC(=O)CSc1nccn1Cc1ccccc1	-0.8	0.6	1.1	11	1	103	3	-0.3	-14	4	1
2	CC(=O)NNC(=O)CC(=O)Nc1nc(C23CC4CC(CC(C4)C2)C3)cs1	-1.7	2.5	-1.6	-4	0	99	122	-0.8	-1	9	6
3	CCOCCCNC(=O)C1CCC(=O)N1CCc1ccccc1 (centres undefined)	-0.6	4.2	-0.2	25	-3	105	.	-1.4	6	3	4
4	O=C(NCC1CCCO1)C(=O)NCC(c1ccco1)N1CCN(c2ccc(F)cc2)CC1 (centres undefined)	-3.5	1.4	1.6	16	0	120	-14	0.3	5	19	-7
5	Cc1cccc(NC(=O)Cn2ccn(-c3ccc4c(c3)OCCO4)c(=O)c2=O)c1	0.3	3.3	0.9	-42	-3	87	8	-2.7	15	-2	-5
6	O=C(O)c1ccc(Nc2nc(-c3cc4ccccc4oc3=O)cs2)cc1O	.	1.7	.	-6	-3	105	.	.	-9	.	.
7	Cc1cccc2c1-c1sc(C(=O)Nc3cccc([N+](=O)[O-])c3C)cc1CO2	3.3	0.5	2.0	1	-11	89	5	-1.0	6	-20	-6
8	FC(F)(F)c1ccccc1NC(=S)N1CCCCCC1	-3.7	2.6	.	-3	3	.	18	.	-6	19	-1
9	CCN(CC)c1ccc(C(=O)N/N=C(\C)c2ccc(OC)c(OC)c2)cc1	-0.4	1.7	2.4	10	-5	101	10	0.4	-21	2	-10
10	CCNC(=O)c1ccc(-n2nc(C(F)(F)F)c3c2CCCC3)cc1	-0.7	2.1	-1.7	-10	8	102	15	-3.1	-9	4	-4
11	Cc1ccc(C)c(-c2nc3ccc(N)cc3[nH]2)c1	0.7	-0.2	-0.8	71	4	107	29	-1.7	-8	-3	-3
12	NC(=O)NC(=O)COC(=O)[C@H](Cc1ccccc1)NC(=O)c1cccs1	-1.3	2.1	5.8	-17	-3	114	-17	-2.8	-1	6	-4
13	CC(/C=C(\NC(=O)c1ccccc1)C(=O)N=Nc1c(O)[nH]c2ccc(C)cc12)=C\c1ccccc1	-0.7	2.1	1.6	-42	-10	87	73	6.6	6	4	-5
14	O=C(NCCC(=O)N1CCN(c2ncccn2)CC1)c1ccccc1	-1.6	2.3	0.2	-32	4	.	25	-3.4	-4	8	-7
15	Cc1ccc(-c2n[nH]c3c2C(c2ccccc2)N(c2ccc(C(=O)O)cc2)C3=O)cc1 (centres undefined)	-1.5	0.0	-1.0	-17	?	93	389	1.3	-8	8	-13
16	O=C(NCCc1nc(-c2ccc(F)cc2)no1)c1ccc(F)cc1	-1.1	3.5	3.4	40	-20	103	2	-1.1	38	6	16
17	CCOC(=O)CSC1=C(C#N)C(c2ccc(C)cc2)C2=C(CCCC2=O)N1 (centres undefined)	-3.4	-2.5	-0.2	-13	-10	99	-4	-0.2	-21	17	-6
18	COc1cccc(C(=O)NCC(=O)N/N=C/c2ccc(OC(=O)c3cccs3)c(OC)c2)c1	-0.7	3.4	1.9	-15	6	127	102	-2.6	6	4	9
19	CCOc1ccccc1C(=O)NC(C)CCc1ccccc1 (centres undefined)	.	1.2	3.0	.	.	111	4	0.5	1	.	.
20	COc1cc(C(=O)NC(=S)Nc2ccc3[nH]c(=O)[nH]c3c2)cc(OC)c1OC	-2.4	0.4	3.8	-9	-3	102	55	-2.1	2	13	-3
21	N#C/C(=C\c1ccc[nH]1)Sc1nc2ccccc2s1	0.4	3.0	8.3	-32	3	.	-16	2.1	6	-2	-1
22	COc1ccc(C2CC(c3ccccc3)=NN2c2ccc(N)cc2)cc1 (centres undefined)	2.1	3.5	2.8	-12	-2	95	9	3.5	-3	-11	-1
23	c1coc(-c2nn3c(-c4ccco4)nnc3s2)c1	-2.7	2.7	-2.6	-6	0	100	-4	-0.4	32	14	2
24	CCOC(=O)c1[nH]c2ccc(F)cc2c1NC(=O)c1cc(OC)c(OC)c(OC)c1	-1.9	0.6	3.1	.	-3	108	11	-0.2	40	9	5
25	COc1ccc(Nc2nc3[nH]c(=O)cc(O)c3s2)cc1	1.1	6.6	0.5	-13	-7	101	1	-1.0	17	-6	-6
26	Cc1oc(/N=C/c2cccc3ccccc23)c(C#N)c1C	0.5	.	-1.1	-36	-7	97	-10	-3.0	1	-3	-1
27	O=C(NCc1ccc2c(c1)OCO2)C(=O)NCC1OCCCN1S(=O)(=O)c1ccc(F)cc1 (centres undefined)	-0.8	1.0	-0.6	1	-2	103	2	1.1	6	6	-4
28	CNC(=O)OCN1C(=O)C2CC=CCC2C1=O (centres undefined)	-1.7	2.1	.	2	6	109	.	.	-6	8	-4
29	CC(C)CN(CC(C)C)S(=O)(=O)N1CCC(C(=O)N2CCc3ccccc3C2)CC1	-1.1	1.9	-0.3	7	-7	106	-2	1.8	2	6	-5
30	CCNC(=O)NC(=O)C(C)Sc1ncc(C(F)(F)F)cc1Cl (centres undefined)	1.4	3.4	1.9	3	-10	98	-4	0.4	-8	-7	4
31	Cc1cc2cc(CNC(=O)C(C)Oc3ccccc3)ccc2n1C (centres undefined)	-2.6	-0.6	-1.3	10	18	87	-9	0.1	-14	13	-5
32	Cc1ccc(C(=O)Cc2ccccc2)c(O)c1	1.1	1.6	.	.	2	100	.	.	-21	-6	-3
33	Cc1ccc(NC(=O)CCNS(=O)(=O)c2ccc3[nH]c(=O)oc3c2)cc1C	-2.3	0.0	-0.1	4	-3	.	-19	0.4	-10	12	-2
34	O=C(NNC(=O)c1cc2ccccc2oc1=O)c1ccccc1[N+](=O)[O-]	-2.7	1.6	4.5	-11	2	101	-10	1.1	-7	14	-5
35	C=C1CCN([C@@H](Cc2ccccc2)C(=O)NC2CCN(Cc3ccccc3)CC2)S(=O)(=O)c2ccccc21	-1.0	1.7	4.0	.	-9	109	-1	0.2	1	6	7
36	O=C(CNC(=O)c1ccc(Br)cc1)N/N=C/c1cccnc1	-2.0	1.8	5.8	-7	0	97	5	-0.1	35	11	-7
37	Cc1cc(C(=O)COC(=O)Cn2c(C(F)(F)F)nc3ccccc32)c(C)n1Cc1ccco1	-1.2	2.2	1.8	-8	-1	.	5	-0.2	1	8	0
38	CN(Cc1ccccc1)C(=O)c1ccccc1-c1ccccc1	-2.2	2.2	2.5	-5	-2	104	-16	0.2	10	11	-11
39	Cc1ccc(OCC(O)CNC2CCCC2)cc1C (centres undefined)	0.1	4.5	0.2	18	2	111	-7	-0.2	3	-1	4
40	O=C(c1ccc([N+](=O)[O-])o1)N1CCCCCC1	-0.9	3.9	8.7	-20	4	.	-1	9.1	4	4	-13
41	Cc1onc(-c2ccccc2)c1C(=O)NCC(O)c1ccccc1 (centres undefined)	0.3	-2.3	0.6	6	-5	.	0	-2.3	40	-1	-9
42	CC(=O)Nc1ccc(S(=O)(=O)N2CCC(N3CCCC3)CC2)cc1	1.9	2.3	3.0	-5	-7	105	-11	0.8	2	-10	2
43	CC(C)CCN(C)c1ccc(/C=N/n2cnnc2)cc1	-2.2	2.3	1.1	-8	-4	104	14	1.9	3	12	9
44	CCC(C)N(C(=O)COC(=O)CNC(=O)c1sc2ccccc2c1Cl)C1CCS(=O)(=O)C1 (centres undefined)	-1.8	-0.7	0.4	-3	-4	104	9	-0.1	12	10	-5
45	CCC(CC)C(=O)c1c[nH]c(C(=O)NC2CCCCCC2)c1	-2.6	1.7	0.5	9	0	104	6	1.2	5	13	-4
46	Cc1ccc(S(=O)(=O)c2c(C)c(C)c(C)[nH]c2=O)cc1	-1.1	1.4	-0.9	3	6	98	-20	-0.7	-6	5	-10
47	COc1cc2c(cc1OC)C(c1cccc([N+](=O)[O-])c1)N(C(=O)c1ccc(F)cc1)CC2 (centres undefined)	0.3	1.0	1.3	-3	3	101	22	1.3	11	-2	-17
48	Oc1ccc(C[C@@H]2CNCCN2CCc2cc(C(F)(F)F)cc(C(F)(F)F)c2)cc1	5.1	2.9	0.3	12	-3	106	11	0.2	10	-29	-5
49	CCC(C)Oc1cccc(OCCCCN2C(=O)NC(C)(C)C2=O)c1 (centres undefined)	-0.8	2.2	0.5	-15	12	102	17	-0.5	25	4	-2
50	CC(=O)Nc1ccc(S(=O)(=O)NC(C)C(=O)OCCOc2ccc(F)cc2)cc1 (centres undefined)	-1.7	7.1	2.8	.	-2	100	-15	0.5	21	6	5
51	O=C(COc1coc(CN2CCN(c3ccccc3)CC2)cc1=O)Nc1ccccc1F	-0.6	5.8	-0.6	.	-16	102	-3	-1.3	13	3	3
52	Nc1ccc(C(=O)Nc2nccs2)cc1	-0.5	4.3	1.0	-3	0	99	-20	-0.3	8	3	-10
53	CN1C(=O)/C(=C\C(=O)c2cccs2)c2ccccc21	1.0	-0.1	.	1	-6	94	.	.	1	-6	-10
54	Cc1ccc(C)c(N2CCN(C(=O)CCC(=O)N3CCOc4ccc(Cl)cc43)CC2)c1	2.4	1.9	-0.5	14	14	101	10	-2.7	-2	-13	-10
55	CS(=O)c1ccccc1-c1nc(-c2cccc(Cl)c2)no1 (centres undefined)	0.0	4.9	0.3	-9	-17	97	-12	0.1	1	0	6
56	CC/C(=N\NC(=O)c1cc(C2CC2)[nH]n1)c1ccccc1	-4.8	0.4	4.4	-7	-4	101	-2	-1.4	22	25	-2
57	CCOC(=O)C(=CNNc1ccccc1)C(=O)OCC	-3.5	4.1	0.3	-30	3	.	40	0.4	-13	17	-4
